Screening results: PubChem, several laboratories
RTF Ca sens act: cardiac RTF calcium sensitivity activators, primary screen, biochemical, IANBD-TnC fluorescence, EC20 calcium; Troponin I, cardiac muscle (Homo sapiens) + Troponin T, cardiac muscle (Homo sapiens) + …; IANBD-labeled TnC RTF fluorescence at EC20 calcium; 0% EC20 calcium, 100% full calcium; activation, % at 7.2 µM; actives 0.24% (n = 340,000); AID 493008, 2010;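 active = activation above the mean over all tested compounds plus 3 SD, cut at about 30% in these data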;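 note: rise in fluorescence read as greater calcium sensitivity of cardiac thin filaments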
Mot1-301 SUMO: yeast Mot1-301 growth rescue at high temperature, primary screen, SUMOylation pathway inhibitor project, S. cerevisiae, ATP luminescence, 38.5C | S. cerevisiae Mot1-301 growth rescue; percent above DMSO median, 100 means doubled | growth rescue, % at 18.8 µM | actives 1% (n = 320,000) | AID 2716, 2010;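 active = every valid replicate shows activation above 250% relative to neutral control wells; inactive = the rest, any valid replicate at or below 250%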;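 note: OY570 slx delta 5 strain wells were the positive control but not used for scaling; some compounds called inactive have numbers as strong as hits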
Rtt109 Vps75: inhibitors of C. albicans Rtt109/Vps75 HAT, primary screen, biochemical, ThioGlo CoA-SH fluorescence, plate reader. Histone acetyltransferase RTT109 (Candida albicans (strain SC5314 / ATCC MYA-2876)), …. purified Rtt109/Vps75, 4 h. inhibition, % at 34.9 µM. actives 0.16% (n = 330,000);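 active = inhibition of at least 50% in every replicate; inconclusive = best replicate reaches 50% inhibition but some replicates fall short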
Target sequence (Q5AAJ8 whole entry, looked up): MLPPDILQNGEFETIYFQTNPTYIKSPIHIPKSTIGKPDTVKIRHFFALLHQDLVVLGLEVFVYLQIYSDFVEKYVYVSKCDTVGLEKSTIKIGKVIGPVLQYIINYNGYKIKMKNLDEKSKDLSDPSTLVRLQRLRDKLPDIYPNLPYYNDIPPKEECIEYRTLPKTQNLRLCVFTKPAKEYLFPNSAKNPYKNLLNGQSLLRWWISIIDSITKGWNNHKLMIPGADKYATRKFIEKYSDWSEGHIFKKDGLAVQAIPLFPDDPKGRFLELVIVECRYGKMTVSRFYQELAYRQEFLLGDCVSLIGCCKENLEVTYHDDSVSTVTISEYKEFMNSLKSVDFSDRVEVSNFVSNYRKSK
PvdQ acylase: P. aeruginosa PvdQ acylase inhibitors, primary screen, biochemical, fluorescence, plate reader and imaging, single point; PvdQ acylase [Pseudomonas aeruginosa LESB58]; purified PvdQ acylase; inhibition, % at 10 µM; actives 0.063% (n = 340,000); AID 488965, 2010; in the data active = inhibition above about 30%, passing the limit was not always enough; inconclusive = no clear call, values can overlap the other calls;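 note: 0% = vehicle neutral wells and 100% = reference inhibitor wells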
Keap1 Nrf2 FP: Keap1-Nrf2 protein-protein interaction inhibitors, primary screen, biochemical, fluorescence polarization, single point | inhibition, % at 9.4 µM | Keap1 Kelch-Nrf2 peptide fluorescence polarization, 1536-well | actives 0.15% (n = 340,000) | AID 504523, 2011 | Kelch-like ECH-associated protein 1 (Homo sapiens), Q14145; in the data active = inhibition above about 12%; inconclusive = no clear call, values can overlap the other calls; inactive = below about 7.3%;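 note: human Keap1 Kelch domain with fluorescein labeled Nrf2 9mer peptide probe; 0% = neutral control wells and 100% = peptide positive control; higher means more block of Keap1 binding to Nrf2 peptide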
NSD2 inh: NSD2 histone methyltransferase inhibitors, primary screen, biochemical, AlphaScreen, single concentration, set 2 | Histone-lysine N-methyltransferase NSD2 (Homo sapiens), O96028 | NSD2 peptide methylation, 120 min | inhibition, % at 12.5 µM | actives 0.54% (n = 310,000); in the data active = inhibition above about 50%
dFosB act: activators of delta FosB homodimer, primary screen, biochemical, fluorescence polarization, TAMRA-CDK5 oligo, single point; purified delta FosB; percent of positive-control signal above neutral wells; AID 493131, 2011; actives 0.99% (n = 340,000); activation, % at 25 µM; Protein FosB (Mus musculus), P13346;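 active = mean activation above about 17%, with every replicate also reaching it, limit read from the data, passing the limit was not always enough; inconclusive = only one of the two conditions met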;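 note: fluorescence polarization rise as delta FosB binds a TAMRA Cdk5 AP-1 oligo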
Target sequence (P13346 whole entry, looked up): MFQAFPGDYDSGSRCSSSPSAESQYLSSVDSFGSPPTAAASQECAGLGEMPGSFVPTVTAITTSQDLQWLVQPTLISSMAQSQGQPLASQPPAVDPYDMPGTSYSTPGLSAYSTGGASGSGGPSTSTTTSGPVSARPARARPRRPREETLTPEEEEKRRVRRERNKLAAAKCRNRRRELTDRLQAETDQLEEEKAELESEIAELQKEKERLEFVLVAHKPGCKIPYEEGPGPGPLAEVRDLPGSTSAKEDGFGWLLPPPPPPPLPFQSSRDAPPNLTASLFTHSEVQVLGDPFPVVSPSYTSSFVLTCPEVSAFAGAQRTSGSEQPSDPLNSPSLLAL
CDK5 p35 inh: inhibitors of human CDK5/p35 kinase, primary screen, biochemical, single concentration; Recombinant CDK5/p35, ADP-Glo luminescence, 60 min; Cyclin-dependent kinase 5 (Homo sapiens) + Cyclin-dependent kinase 5 activator 1 (Homo …; inhibition, % at 10 µM; actives 0.01% (n = 330,000);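 active = highest replicate inhibition of at least 50% and at least 75% of replicates reaching 50%; inconclusive = only one of the two criteria met; inactive = both criteria failed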;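 note: plate controls were DMSO neutral control for no effect and GW8510 at 10 µM for full effect; many of its hits are not listed in these tables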
RTF Ca sens inh: cardiac RTF calcium sensitivity inhibitors, primary screen, biochemical, IANBD-TnC fluorescence, EC70 calcium. inhibition, % at 7.15 µM. AID 493244, 2011. actives 0.12% (n = 340,000). IANBD-labeled cardiac RTF, Ca2+ fluorescence;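 active = inhibition above the mean inhibition of all tested compounds plus 3 SD, cut at about 17% in these data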;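 note: assay run at fixed EC70 calcium of 1.6 mM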
PfHsp90 set2: growth inhibition of PfHsp90-expressing yeast, primary screen, antimalarial PfHsp90 inhibitor project, S. cerevisiae, BacTiter-Glo luminescence, single point, set 2; BacTiter-Glo ATP, 48 h; yeast lacking PDR1 and PDR3 efflux regulators; inhibition, % at 9.4 µM; actives 0.32% (n = 310,000); AID 504621, 2011;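 active = every replicate shows inhibition above about 80%, whatever the replicate mean, limit read from the data; inconclusive = mean inhibition reaches the set limit but some replicate falls short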;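 note: 0% = DMSO neutral controls and 100% = 20 µM radicicol positive controls; yeast relying on Plasmodium falciparum Hsp90 in place of its own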
LANA DNA inh: inhibitors of KSHV C-LANA binding to DNA, primary screen, biochemical, fluorescence polarization, FAM-LBS DNA, MBP-C-LANA, single point | Kaposi's sarcoma herpesvirus LANA C-terminal domain (residues 932-1162) DNA binding | inhibition, % at 9 µM | actives 0.078% (n = 340,000) | AID 504423, 2011;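 active = highest replicate inhibition at or above 60% at 9 µM, even if other replicates fall short; inactive = all replicates below 60% inhibition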;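 note: 0% = neutral control wells and 100% = 4 µM acridine orange control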
Numbers without * were called inactive; ? = inconclusive; · = no result given. Rows were taken by chance, and some 3.2% of all compounds hit somewhere here.

Structure	RTF Ca sens act	Mot1-301 SUMO	Rtt109 Vps75	PvdQ acylase	Keap1 Nrf2 FP	NSD2 inh	dFosB act	CDK5 p35 inh	RTF Ca sens inh	PfHsp90 set2	LANA DNA inh
CCC(Sc1nnc(C)s1)C(=O)Nc1nccs1 (stereo not given)	-2	219	-20	-5	-3	-3	-9	1.1	-8	-18	1.4
COc1ccc(Nc2oc(COc3ccc(OC)cc3)nc2C#N)cc1	1	-18	-3	-12	-1	4	-8	-0.4	-8	-25	-1.4
Cc1c2ccccc2nc2c(F)c(N(C)C)c(F)c(F)c12	16	251	-7	-9	-2	33	-11	-0.7	-12	-12	4.8
COc1ccc(CCC(=O)Nc2cccc(S(=O)(=O)N3CCCC3)c2)cc1OC	2	·	-3	-2	-2	-1	-9	1.1	-2	-10	1.1
COC(=O)Nc1nnc(-c2ccc(OC)cc2)s1	2	5	-3	4	4	-2	-2	1.5	3	15	0.2
COC(=O)C1CCN(C(=O)C(C)Oc2ccc(Cl)cc2Cl)CC1 (stereo not given)	-1	2	11	-2	0	0	6	-0.4	-6	7	-0.2
CC1CN(C(C)C(=O)NNC(=O)c2ccc(F)cc2)CC(C)O1 (stereo not given)	3	1	-6	-10	4	-2	-1	1.0	-8	6	-0.3
Cc1ncc([N+](=O)[O-])n1CC(=O)Nc1ccc(F)cc1F	-3	7	16	10	1	-2	3	1.6	-2	-4	-0.2
CCCn1nnnc1SCC(=O)N1CCCc2ccccc21	2	·	-2	2	3	-4	-6	0.0	0	·	-0.7
Cc1ccc(C)c(NC(=O)c2nc(-c3ccccc3)n(-c3ccccc3)n2)c1	-4	8	11	-5	-2	-7	-9	1.4	4	3	-0.6
Cc1ccc(NC(=O)CS(=O)CC(=O)Nc2cccc(C)c2C)cc1F (stereo not given)	-1	31	5	2	4	3	?	1.0	2	6	1.4
O=C(NCc1ccccc1CN1CCCCC1)c1ccc(Cl)cc1N1CCCC1=O	-1	-6	-4	-13	1	1	-1	0.3	-8	12	-1.0
COc1cc2c(cc1OC)C(/C(C#N)=N\O)=NC(C)(C)C2	5	-4	-5	-26	-3	-1	3	0.0	-14	17	1.0
CC1CCc2c(sc(NC(=O)c3ccco3)c2C(=O)O)C1 (stereo not given)	-4	0	-12	-1	1	-1	1	0.6	-4	-23	0.8
O=C(Nc1ccccc1Cl)c1ccccc1Oc1ccc(C(F)(F)F)cc1[N+](=O)[O-]	4	847	-13	-7	-8	·	-9	-3.8	-4	-12	-1.5
Cc1cc(C)c(C)c(S(=O)(=O)N2CCN(CC(=O)Nc3ccc([N+](=O)[O-])cc3)CC2)c1C	4	-5	-4	-11	-7	0	-4	-1.6	-8	17	-2.0
CCCCn1c(N)c(N(Cc2ccccc2OC)C(=O)COc2ccc(F)cc2Cl)c(=O)[nH]c1=O	0	-1	-15	5	-3	-1	-9	0.3	11	-36	0.0
Cc1c(-n2c(SCC(=O)NC(C)C(C)C)nc3ccccc3c2=O)c(=O)n(-c2ccccc2)n1C (stereo not given)	3	-9	2	-11	4	-1	2	1.0	-4	14	0.3
CNC(=O)Nc1cccc(NC(=O)NC)n1	-5	7	0	-3	-4	-3	5	1.9	-1	10	0.4
O=C1CCCN1CCC1CCCCN1Cc1nc(COc2ccccc2)no1 (stereo not given)	1	-14	2	-7	-3	·	-6	0.4	-3	-4	0.7
c1cc2nnnn2nc1N1CCCCC1	6	5	·	-13	-4	-2	1	0.7	-10	22	2.6
CCn1c(CSc2nc3ccccc3s2)n[nH]c1=S	1	-19	10	-12	-3	2	-7	0.5	-6	-19	0.0
O=S(=O)(c1cccc(-c2nc3ccccc3s2)c1)N1CCCC1	1	314	1	-6	2	-6	-11	0.0	-7	19	0.2
CCOc1ccc(OCCC(=O)OCC(=O)NCc2ccc(Cl)cc2)cc1	-5	21	5	-15	-5	-2	-14	-1.4	-2	17	1.2
Cc1cc(C)n(-c2ccc(C(=O)OCC(=O)NCc3ccc(F)cc3)cc2)n1	-1	-11	-6	0	3	-3	1	-1.3	0	-7	-1.1
O=C(Nc1ccc(NC(=O)N2CCN(c3ccccc3O)CC2)cc1)N1CCN(c2ccccc2O)CC1	5	-6	22	6	-3	-1	-12	0.8	4	11	1.4
CCn1cc(C(=O)NN)c(=O)c2cc(F)c(NC3CCCCC3)cc21	-8	·	1	-13	-3	-4	-8	0.7	-7	-18	-1.3
COc1cccc2c1OC[C@@H](CO)[C@H]2N(C)C(=O)Nc1ccc(Cl)cc1	-6	4	7	-14	-4	0	-5	0.3	-1	6	0.9
COCc1c(C(=O)OCC(=O)NCCc2ccc(S(N)(=O)=O)cc2)oc2ccccc12	-2	22	7	-3	8	-7	-7	0.7	-4	2	-3.4
Cc1ccc(-c2noc(CCC(=O)N(C)c3ccccc3C)n2)cc1	1	0	3	-6	-2	-4	-7	-0.8	2	-1	-1.0
Cc1noc(C)c1COc1ccc(C(=O)NCCc2ccc(S(N)(=O)=O)cc2)cc1	-1	-2	3	2	-4	2	9	3.4	-3	-3	1.6
CCOC(=O)c1cc(CO)cc(C(=O)OCC)c1	0	-9	-12	-5	3	-3	-3	-0.7	7	3	1.1
COc1ccc(CNC(=O)c2ccc(N3CCC4(CC3)CC(c3ccc(Cl)cc3)=NO4)c(NC(=O)c3ccccc3)c2)cc1	0	7	-1	0	-2	·	-4	0.0	2	-22	2.2
C[C@@H]1CN([C@@H](C)CO)C(=O)c2cc(NS(=O)(=O)c3ccc(Cl)cc3)ccc2O[C@H]1CN(C)Cc1ccncc1	0	-14	0	-1	3	·	-8	2.1	-2	-2	2.3
Fc1cccc(Cl)c1/C=N/n1c(-c2cccnc2)n[nH]c1=S	-8	-6	8	-6	-2	-1	1	0.0	10	3	-0.8
Brc1ccc(CSc2nnc(Cc3c[nH]c4ccccc34)o2)cc1	0	12	8	11	3	-1	-9	3.4	3	-13	-1.1
Fc1ccc2c(c1)C1OCCCC1C(c1ccccc1)N2 (stereo not given)	-2	93	4	2	-3	-2	-2	-0.3	-7	31	1.0
O=C(Oc1cccc2cccnc12)c1cccc(-n2cnnn2)c1	1	-1	6	15	5	-7	-7	0.8	-17	16	1.2
COc1ccc(C2CCCN2C(=O)c2cccs2)cc1 (stereo not given)	4	7	-4	-8	0	-2	7	2.2	-3	1	0.0
CC(=O)NC(Cc1c[nH]c2ccccc12)C(=O)O (stereo not given)	0	-1	-10	-10	1	·	-4	0.6	-4	6	0.5
CCOc1cc(C2C(C(=O)OC(C)C)=C(C)NC3=C2C(=O)CCC3)cc([N+](=O)[O-])c1O (stereo not given)	-1	-14	1	-13	-5	0	-1	0.5	7	23	-1.4
CCOc1ccc(CCNC(=O)CCC(=O)N2CCOc3ccccc32)cc1OCC	4	11	-2	-3	-1	·	-4	-3.3	-2	-2	0.6
CCOc1ccc(-c2c(C(=O)N/N=C/C3CCCCC3)nnn2-c2nonc2N)cc1	0	0	-2	4	-4	4	-7	-0.7	-1	1	5.3
CCN(CC(F)(F)C(F)F)S(=O)(=O)c1ccc(NC(=O)OC)cc1	4	2	4	-16	-1	-1	-1	-0.3	11	·	1.0
CC(C)c1ccc(S(=O)(=O)/N=C2\C=C(NS(=O)(=O)c3ccccc3)C(=O)c3ccccc32)cc1	5	-26	-9	-15	-3	112*	-21	2.6	-22	-65	-0.4
O=C1CSC(c2ccccc2Br)N1c1ccc(Cl)cn1 (stereo not given)	1	-7	3	-11	0	-3	0	0.1	-4	·	-0.7
O=S(Cc1ccccc1)Cc1ccccc1	-3	·	0	3	-3	·	-1	0.0	-7	4	0.2
Cc1cc(C)n2c(-c3ccccc3Cl)nnc2n1	3	-26	4	-1	3	-2	6	1.0	1	2	0.5
O=C(CC1SCCNC1=O)Nc1cccc([N+](=O)[O-])c1 (stereo not given)	2	4	-28	-14	-5	-4	-3	-0.7	-1	4	32
COc1ccc(Nc2nc(C(=O)NCc3ccco3)cs2)cc1	-2	-15	-6	3	-5	·	-12	0.4	-1	16	-8.4
Nc1nc(Nc2ccccc2F)nc(N2CCCC2)c1[N+](=O)[O-]	-5	4	-3	-1	-7	8	-5	7.7	-2	11	-2.5
O=C(C1CCC1)N1CCc2cc(S(=O)(=O)NC3CCCc4ccccc43)ccc21 (stereo not given)	3	-5	-6	-15	-2	-1	2	0.5	-1	-14	0.9
CCC(C(=O)Nc1ccncc1)c1ccccc1 (stereo not given)	-6	-8	-6	-7	2	-2	0	0.7	-8	-8	-1.0
CC(C)(C)c1nc2scc(-c3ccc(Cl)cc3)c2c(=O)o1	-2	-13	-3	8	-2	-1	2	2.7	-7	-6	0.8
Cc1cc(C)nc(SCCN2CCCCC2)n1	-7	9	-46	-10	-3	1	3	0.2	7	-24	-0.1
OCCN1CCN(C(=S)c2ccc(Cl)c(Cl)c2)CC1	1	-7	1	-14	-3	1	0	3.7	-1	14	-0.9
COc1ccc(Br)cc1CN(C)C(=O)C1CC(=O)N(C2CCCC2)C1 (stereo not given)	-6	-1	-2	-8	1	3	-11	-1.1	4	·	-0.5
C=CC[C@H](CC(=O)OC(C)(C)C)C(=O)OC[C@@H]1CCCN1C(=O)[C@@H](CC=C)CC(=O)N[C@H](CO)Cc1ccccc1	-5	-15	2	-9	-2	·	-8	-1.4	-2	-4	-1.1
